Dengue virus CPE = antivirals protecting cells from dengue CPE – CPE readout, HTS (AID 540333); Dengue virus CPE inhibition in host cells; active compounds read high; CPE inhibition, % at 20 µM; hit rate 3.1% among 10,000; in the data active = CPE inhibition mostly above about 9.1%, no sharp cut-off; inactive = mostly below about 7.2%
Numbers without * were called inactive; i = inactive. Only part of the results is shown; count on the stated rates, not on these rows.

Structure	Dengue virus CPE
CC12CCC3C(CC=C4CC(O)CCC43C)C1C/C(=C\c1ccccc1F)C2=O (stereo not given)	0.9
CCC1(CCCC(=O)c2ccc(F)cc2)C(=O)NC(=S)NC1=O	i
C/C(=N\Nc1ccccc1)c1c(O)n(Cc2ccccc2)c(=O)[nH]c1=O	i
Cc1ccc[n+](CC(O)Cn2c3ccccc3c3ccccc32)c1 (stereo not given)	i
CCCNC(=O)N1[C@H]2CC[C@@H]1C(C(=O)OC)=C(c1ccc(S(C)(=O)=O)cc1)C2	i
O=C(N/N=C/c1c(O)n(Cc2ccccc2)c(=O)[nH]c1=O)c1ccccc1	0.3
O=C(/C=C/c1ccc2c(c1)OCO2)c1c(O)n(CCC2=CCCCC2)c(=O)[nH]c1=O	4.1
OC(c1ccncc1)(c1ccc(F)cc1)c1ccc(F)cc1	1.0
Cc1ccccc1N1C(=O)CC(=O)N(c2ccccc2C)C1=O	0.1
CCCCn1c(NS(=O)(=O)c2ccccc2)c(C(=O)OCC)c2nc3ccccc3nc21	0.6
Nc1c2c(nc3sc4c(c13)CCCCC4)CCCC2	i
Cc1cc(C=C2C(=O)NC(=S)NC2=O)c(C)n1-c1ccc2c(c1)OCO2	i
COC(=O)C1=C(c2ccc(C(C)=O)cc2)C[C@@H]2CC[C@H]1N2C(=O)NCC1CC1	0.7
COC(=O)C1=C(c2cc3ccccc3s2)C[C@@H]2CC[C@H]1N2C(=O)NCc1ccco1	0.1
O=C1/C(=C/c2ccc([N+](=O)[O-])cc2)N2CCC1CC2	0.2

Reprinted at random: six records from the list
Structure	Dengue virus CPE
COC(=O)C1=C(c2cc3ccccc3s2)C[C@@H]2CC[C@H]1N2C(=O)NCc1ccco1	0.1
O=C(N/N=C/c1c(O)n(Cc2ccccc2)c(=O)[nH]c1=O)c1ccccc1	0.3
CC12CCC3C(CC=C4CC(O)CCC43C)C1C/C(=C\c1ccccc1F)C2=O (stereo not given)	0.9
Cc1cc(C=C2C(=O)NC(=S)NC2=O)c(C)n1-c1ccc2c(c1)OCO2	i
CCCNC(=O)N1[C@H]2CC[C@@H]1C(C(=O)OC)=C(c1ccc(S(C)(=O)=O)cc1)C2	i
O=C1/C(=C/c2ccc([N+](=O)[O-])cc2)N2CCC1CC2	0.2

Screens from PubChem BioAssay.
